# VLA-4 antagonist = inhibitors of LDV-FITC ligand binding to Mn2+-activated human VLA-4 integrin; actives 0.2% (n = 24,000); Jurkat cells, LDV-FITC binding with Mn2+, flow cytometry; 100% = Mn2+-driven binding gain fully reversed; P13612; inhibition, % at 10 µM (by protocol);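 active = inhibition above 50%; inconclusive = compound itself fluorescent, judged against control cell fluorescence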;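 also: 0% = Mn2+ stimulated cells lacking compound and 100% = ligand binding without Mn2+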
# Target sequence (P13612 whole entry, looked up): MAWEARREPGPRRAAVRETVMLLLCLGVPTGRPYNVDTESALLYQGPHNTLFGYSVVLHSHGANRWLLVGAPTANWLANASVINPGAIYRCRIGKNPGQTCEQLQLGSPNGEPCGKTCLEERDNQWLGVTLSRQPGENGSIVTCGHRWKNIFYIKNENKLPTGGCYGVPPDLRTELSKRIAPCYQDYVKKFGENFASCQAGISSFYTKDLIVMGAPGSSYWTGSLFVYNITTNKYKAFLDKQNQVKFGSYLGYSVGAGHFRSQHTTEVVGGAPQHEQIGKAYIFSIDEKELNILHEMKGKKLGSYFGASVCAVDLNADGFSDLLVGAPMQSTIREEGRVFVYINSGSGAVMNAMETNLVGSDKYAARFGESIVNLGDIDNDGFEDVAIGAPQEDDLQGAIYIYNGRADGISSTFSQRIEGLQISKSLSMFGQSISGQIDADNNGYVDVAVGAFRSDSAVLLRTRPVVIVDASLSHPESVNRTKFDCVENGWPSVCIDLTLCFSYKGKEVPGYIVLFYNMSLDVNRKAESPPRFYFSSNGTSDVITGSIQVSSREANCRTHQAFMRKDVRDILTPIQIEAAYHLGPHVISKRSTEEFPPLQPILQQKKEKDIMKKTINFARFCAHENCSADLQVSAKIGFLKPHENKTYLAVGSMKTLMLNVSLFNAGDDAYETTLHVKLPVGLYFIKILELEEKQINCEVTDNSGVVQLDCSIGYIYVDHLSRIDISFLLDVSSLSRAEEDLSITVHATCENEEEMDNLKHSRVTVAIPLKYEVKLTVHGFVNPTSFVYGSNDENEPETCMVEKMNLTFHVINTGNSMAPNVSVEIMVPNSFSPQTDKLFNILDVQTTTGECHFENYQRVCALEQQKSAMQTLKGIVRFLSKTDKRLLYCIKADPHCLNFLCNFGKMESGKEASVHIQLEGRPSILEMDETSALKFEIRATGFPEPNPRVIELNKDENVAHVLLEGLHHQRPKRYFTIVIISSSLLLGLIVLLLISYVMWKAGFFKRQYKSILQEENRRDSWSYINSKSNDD
# VLA-4 allo ag = allosterically activates the human VLA-4 integrin | AID 528 | Jurkat cells, LDV-FITC binding, flow cytometry | P13612 | 24,000 tested, under 10 active | activation, % at 10 µM (by protocol);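 active = fluorescent ligand binding to cells raised by more than 40% of the manganese-induced maximum; inconclusive = compound's own fluorescence above 85% of the ligand control signal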;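 also: 0% = ligand binding without compound and 100% = manganese-stimulated maximal binding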
# LNCaP diff act = promotes differentiation of LNCaP prostate cells. flow cytometry side scatter, 4 d. side scatter shift, % at 10 µM. actives 0.56% (n = 24,000). AID 795;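 active = side scatter shift above 30%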;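 also: androgen-responsive LNCaP prostate cancer cells in charcoal-stripped serum medium; percent of cells past a gate set so DMSO wells show 10% shift; higher shift means more granular cells and more differentiation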
# Jurkat autofluor = autofluorescence counter-screen for VLA-4 integrin assays. Jurkat cells, compound autofluorescence, flow cytometry; stronger effect = higher value; 1 = vehicle-only cell background. fluorescence ratio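 (tested at 10 µM compound in the well)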. actives 0.61% (n = 24,000);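 active = fluorescence ratio above 2.44, which is 1 plus 3 SD of all ratios; inconclusive = signal too bright to measure linearly, ratio around 10 or more; inactive = fluorescence ratio below 2.44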;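 also: green fluorescence of cells measured with 488 nm excitation and 530 nm emission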
# Starred values were filed as active, the others as inactive; ? = inconclusive; nt = no result given. The list is partial; the hit share may differ from the screen's.
# Below each SMILES: VLA-4 antagonist	VLA-4 allo ag	LNCaP diff act	Jurkat autofluor
> CCc1cc2c(=O)c(-c3nc4ccccc4[nH]3)coc2cc1OC(=O)N1CCOCC1
  0	-2	3	1.1
> Cc1ccc(C)c(N2CCN(C(=O)c3ccc(CS(=O)(=O)c4ccccc4C)o3)CC2)c1
  0	2	10	1.1
> Cc1cccc(NC(=O)c2ccc3ccccc3n2)n1
  -1	5	9	1
> CCN(CC)CCNC(=O)C1CCC(=O)N(c2ccc(OC)cc2)C1c1ccc(F)cc1 (centres undefined)
  11	-1	1	0.91
> O=C(c1cc2ccccc2oc1=O)N1CCSC1c1ccco1 (centres undefined)
  -14	5	2	1
> O=C(NCCN1CCc2ccccc2C1)C1CCN(S(=O)(=O)N2CCC3(CC2)OCCO3)CC1
  -2	8	0	0.99
> Cc1ccc(NC(=O)c2ocnc2C)cc1Cl
  23	-1	3	1.1
> O=C(c1ccc(CS(=O)(=O)c2ccc(Br)cc2)o1)N1CCOCC1
  4	-6	3	1.1
> CCOc1ccccc1NC(=O)Cn1nnc(C(=O)NCc2ccco2)c1N
  -20	7	15	0.9
> CCOC(=O)c1ccc2[nH]c3c(c2c1)CCCCC3=O
  -5	8	8	1.1
> COc1c(Cl)cc(Cl)cc1/C=N/n1cnnc1
  -7	-3	10	1.1
> O=C1C2CCCN2C(c2cccs2)N1c1ccc(Cl)cc1 (centres undefined)
  -4	-3	11	1
> COc1ccccc1Cc1nc(-c2ccc(Br)o2)no1
  -7	0	8	1.1
> COc1ccccc1CNC(=O)C1CCC(CNc2c(N3CCOCC3)c(=O)c2=O)CC1 (centres undefined)
  -7	1	8	1
> COC(=O)CNC(=O)c1c(C)cc(=O)oc1C
  4	0	3	1.1
> Cc1ccccc1NC(=O)NCCCN1CCN(C2CCCCC2)CC1
  -3	-1	8	1
> COc1ccccc1CNC(=O)c1oc2ccc(S(=O)(=O)N3CCCC3)cc2c1C
  0	0	8	1.1
> O=c1ccn(CCOc2ccc(Cl)cc2)c(=O)[nH]1
  -23	8	9	0.93
> Cn1c(Cn2c(=O)sc3ccccc32)nnc1SCC(N)=O
  ?	?	3	0.89
> CCOc1ccccc1NC(=O)CCN1CCN(S(=O)(=O)c2ccc(Br)cc2)CC1
  -9	-1	6	1.1

# Remaining list, next part:
# Below each SMILES: VLA-4 antagonist	VLA-4 allo ag	LNCaP diff act	Jurkat autofluor
> COc1cccc(NC(=O)C2CCCN(S(=O)(=O)c3cccc4nsnc34)C2)c1 (centres undefined)
  ?	?	4	1.4
> Cc1cc(S(=O)(=O)N2CCN(Cc3ccc4c(c3)OCO4)CC2)cc(C)c1N1CCCC1=O
  -5	-8	5	1
> CCOC(=O)N1CCN(C(=O)c2nn(-c3cc(OC)cc(OC)c3)c(=O)c3ccccc23)CC1
  24	1	2	1
> CC1=C(C(=O)NC2CCCC(C)C2C)C2(CCCCC2)OC1=O (centres undefined)
  -6	1	5	0.99
> Cc1ccc(-c2noc(C3CCCN(C(=O)c4ccccc4)C3)n2)o1 (centres undefined)
  -11	2	4	1
> Cc1nn(C)c(C)c1CN(C)C(=O)c1cc2nc(-c3ccco3)cc(C(F)(F)F)n2n1
  -3	0	5	1.1
> COc1ccc(-c2cc(N)n(S(=O)(=O)c3c(F)c(F)c(F)c(F)c3F)n2)cc1OC
  6	4	2	1
> Cc1cc(Cl)c(S(=O)(=O)Nc2ccc3c(c2)OCCO3)cc1OCC(N)=O
  -16	18	13	0.99
> O=C(COc1ccccc1)Nc1ccccc1N1CCN(c2ccccc2)CC1
  -9	2	9	0.98
> COc1ccc(-c2oc3ncn(CCN4CCOCC4)c(=N)c3c2-c2ccc(OC)cc2)cc1
  2	-4	34*	1
> C=CCOC(=O)c1[nH]c2c(c1C)C(=O)CC(c1ccco1)C2 (centres undefined)
  1	2	22	1.1
> CCC(=O)N1CCCc2cc(S(=O)(=O)N3CCN(c4ccccc4F)CC3)ccc21
  -9	6	23	1
> CC(C)CC(NC(=O)C1CCC(C)CC1)C(=O)N1CCN(c2ccccn2)CC1 (centres undefined)
  ?	?	0	0.9
> C=C(C)Cn1c(CCCNC(=O)CCC)nc2ccccc21
  14	2	5	0.99
> Cn1c(=O)oc2cc(S(=O)(=O)N3CCCc4ccccc43)ccc21
  ?	?	21	1.1
> COc1ccc(-c2cc(CCCC(=O)NCCc3ccc(OC)cc3OC)no2)cc1
  17	-7	14	1.1
> Cc1ccc(-c2nnc(N(C)C(=O)c3ccccn3)s2)cn1
  4	-4	10	1.1
> O=C(Nc1nc(-c2nc3ccccc3s2)cs1)c1ccc(S(=O)(=O)N2CCOCC2)cc1
  ?	?	6	1.2
> O=C(NCC1CCCO1)C1CCCCN1S(=O)(=O)c1ccc(F)cc1 (centres undefined)
  1	0	7	0.98
> CCCCc1ccc(NC(=O)c2c(C)noc2C)cc1
  -28	-4	18	1

# (continued)
# Below each SMILES: VLA-4 antagonist	VLA-4 allo ag	LNCaP diff act	Jurkat autofluor
> CCC1C(=O)n2nc(-c3ccccc3)cc2N=C1C (centres undefined)
  -4	0	11	1
> O=C(CC(Cc1ccccc1)C(=O)O)NCCc1ccc2c(c1)OCO2 (centres undefined)
  -16	8	6	1.1
> c1ccc(Cn2nnc3c(N4CCCCCC4)ncnc32)cc1
  -3	-5	5	0.93
> COC(=O)c1ccc(-c2cc(C(=O)O)c3cc4c(cc3n2)OCCO4)cc1
  ?	?	14	1.1
> Cc1cc(NC(=O)c2cnn3cccnc23)no1
  -14	2	13	1.1
> COC(=O)CN(c1ccc2c(c1)OCO2)S(C)(=O)=O
  -30	0	15	1
> CN(C(=O)COC(=O)C1CCN(S(=O)(=O)c2cccs2)CC1)C1CCS(=O)(=O)C1 (centres undefined)
  -19	6	7	1.1
> COc1ccc(C2CC(c3ccc(F)cc3)Nc3nc(N)nn32)cc1 (centres undefined)
  -12	1	7	1.1
> O=C(CCNS(=O)(=O)c1cccc2nsnc12)NCCC1=CCCCC1
  -43	-12	3	1.1
> CC(=O)c1cccc(NC(=O)c2nccnc2C(=O)O)c1
  4	-3	8	1
> O=C(c1ccc(Cl)c(F)c1F)N1CCCC1
  -15	7	6	1
> CC1CCc2c(C(=O)NCCCN3CCOCC3)csc2C1 (centres undefined)
  ?	?	3	1.3
> Cc1noc(C)c1S(=O)(=O)Nc1ccc(C(=O)N2CCc3ccccc3C2)cc1
  -15	7	18	1.1
> CSc1nsc(SCC(=O)N2CCc3ccccc32)n1
  -22	-16	12	1.1
> O=C(Cn1cnc2c(nnn2Cc2ccccc2F)c1=O)NCc1ccco1
  -11	1	8	1.2
> O=C(O)C1C2C=CC(O2)C1C(=O)NCCCn1ccnc1 (centres undefined)
  -5	4	8	0.93
> CC(=O)NCc1nc2ccccc2n1C(C)C
  -1	1	1	1.1
> CCOC(=O)CCNC(=O)Nc1ccc2nc(C)n(Cc3ccccc3Cl)c(=O)c2c1
  -13	-5	5	1.3
> CN(C)c1ccc(C2C3=C(CCCC3=O)OC3=C2C(=O)CCC3)cc1
  2	2	5	1.1
> Nc1ccc(-n2ccnc2)cc1
  -29	4	nt	1.1

# Single values from the results shown.
# In Jurkat autofluor, `CC1CCc2c(C(=O)NCCCN3CCOCC3)csc2C1` (centres undefined) is entered as 1.3
# In VLA-4 antagonist, `COc1ccc(C2CC(c3ccc(F)cc3)Nc3nc(N)nn32)cc1` (centres undefined) is entered as -12

# (more compounds)
# Below each SMILES: VLA-4 antagonist	VLA-4 allo ag	LNCaP diff act	Jurkat autofluor
> CC1(C)CC(=O)C(C#N)=C(NCCCO)C1
  -2	1	21	1
> NC(=O)NC(=O)Nc1ccccc1Cl
  7	6	20	0.92
> COc1ccc2c(c1)CCc1c(C(=O)NCc3cccnc3)noc1-2
  9	5	5	1
> O=C(CCCN1C(=O)c2ccccc2C1=O)NCc1cccnc1
  -8	12	8	1.1
> COc1cc(C2CC(=O)NC(SCC(=O)Nc3ccccc3C)=C2C#N)ccc1O (centres undefined)
  -17	8	6	0.91
> O=c1cc(N2CCN(Cc3ccccc3)CC2)[nH]c(=O)n1-c1cccc(C(F)(F)F)c1
  8	-5	8	1.2
> COc1ccc(NC(=O)N(C2CCCCC2)C2CCN(C(C)C)CC2)c(OC)c1
  -6	0	2	1.1
> FC(F)(F)c1cc(-c2ccco2)nc(NCc2ccccc2)n1
  -6	7	7	1.1
> O=C(O)c1cc2c([nH]c1=O)CCCC2
  0	2	19	0.97
> Cc1ccc(S(=O)(=O)N2CCCC(C(=O)O)C2)s1 (centres undefined)
  -13	0	7	1
> Cn1cccc1Cc1nnc(SCC(=O)Nc2cccc(Cl)c2)n1-c1ccc(F)cc1
  19	-5	6	1.1
> Cc1nn(Cc2ccc(F)cc2)c(C)c1NC(=O)c1noc2c1CCCCC2
  -3	0	9	1.1
> CC(=O)NC1=NC(=O)/C(=C/N2CCCCC2)S1
  -22	1	8	1
> COC(=O)c1ccc(NC(=O)c2sc3nc(-c4ccccc4)cn3c2C)cc1
  ?	?	16	1.4
> COc1ccc(C2C(C(=O)Nc3ccc(F)cc3)=C(C)Nc3nc(CCCO)nn32)cc1 (centres undefined)
  -20	-2	3	1
> Cc1nc2ccccc2c(=O)n1NC(=O)c1ccc(F)cc1Cl
  -10	-2	10	1
> CC1CCCN(C(=O)Cn2c(-c3nonc3N)nc3ccccc32)C1 (centres undefined)
  ?	?	12	3*
> CCC(=O)N1c2ccccc2-c2nnc(SC)nc2OC1c1ccc(N(C)C)cc1 (centres undefined)
  0	-3	11	0.99
> CN(Cc1ccccc1)Cc1c[nH]c2ccccc12
  -12	5	2	1.1
> CC(=O)c1ccc(OCC(O)CN2CCN(Cc3ccc4c(c3)OCO4)CC2)cc1 (centres undefined)
  -14	0	6	1

# (cont.)
# Below each SMILES: VLA-4 antagonist	VLA-4 allo ag	LNCaP diff act	Jurkat autofluor
> Cc1cccc(N2CCN(C(=O)CCCn3c(=S)[nH]c4cc5c(cc4c3=O)OCO5)CC2)c1C
  -15	-1	10	1.1
> COc1ccc(C2CC(=O)N3C(=C2C#N)SCC3(O)c2ccccc2)cc1 (centres undefined)
  1	0	10	1.1
> CS(=O)(=O)c1nc(-c2ccccc2)cc(C(F)(F)F)n1
  ?	?	3	1.4
> CCCC(C)c1nnc(NC(=O)C2CCCO2)s1 (centres undefined)
  -10	-2	12	0.99
> Cc1cccc(NC(=O)C(NS(=O)(=O)c2ccc3c(c2)CCC(=O)N3)c2ccccc2)n1 (centres undefined)
  1	3	14	1.1
> O=C(c1c[nH]c2ccc(S(=O)(=O)N3CCOCC3)cc2c1=O)N1CCN(c2ccccn2)CC1
  -3	-3	5	1
> COc1ccccc1-n1c(SCC(=O)Nc2ccccc2F)nc2[nH]ncc2c1=O
  ?	?	6	1.1
> CC1CCc2nn(CC(=O)NCc3ccco3)cc2C1 (centres undefined)
  -8	6	4	0.98
> Cc1onc(-c2ccccc2Cl)c1C(=O)Nc1cccc(-c2cn3cccnc3n2)c1
  -4	0	9	1.1
> Cc1cc(NC(=O)C23CCC(C)(c4nc5cc(Cl)c(Cl)cc5nc42)C3(C)C)no1 (centres undefined)
  1	-4	8	1.1
> CC(=O)Nc1nonc1NC(=O)CSc1ncn[nH]1
  8	3	5	1
> COc1ccccc1C(=O)n1nc(-c2ccc(Cl)cc2)nc1N
  -8	-6	5	1.1
> COCCNC(=O)c1cc2c(-c3ccccc3F)nn(C)c2s1
  9	-4	9	0.95
> Cc1nc2ccccc2c2oc(C(=O)NCc3ccc4c(c3)OCO4)cc12
  -3	-8	4	1.1
> O=C(NCc1ccccn1)C1CCN(S(=O)(=O)c2cccs2)CC1
  -19	5	7	1
> Cc1ccc(S(=O)(=O)NCc2cn3ccsc3n2)c(C)c1
  -1	0	8	1.1
> COc1ccc(C(=O)N(CN2CCCC2=O)c2ccccc2OC)cc1OC
  6	4	7	0.85
> COc1ccc(-c2cc(C(=O)N3CC4(C)CC3CC(C)(C)C4)no2)cc1OC (centres undefined)
  18	-3	7	1.1
> Cc1cc(NC(=O)c2cnc3ccccn3c2=O)no1
  4	-4	11	1.1
> CCOc1ccc(CCNC(=O)C2CCN(S(=O)(=O)N3CCOCC3)CC2)cc1OCC
  8	2	10	1

# (list continues)
# Below each SMILES: VLA-4 antagonist	VLA-4 allo ag	LNCaP diff act	Jurkat autofluor
> CCC(C)NC(=O)CN1C(=O)CC(C)(C)S(=O)(=O)c2ccccc21 (centres undefined)
  ?	?	9	1.3
> O=C1c2ccccc2C(=O)N1CCN1CCCCC1
  -10	-2	10	1.1
> COC(=O)c1nnn(CC(=O)Nc2ccc(C)c(F)c2)c1C(=O)OC
  3	-4	5	1.1
> O=C(O)C1CCCCN1S(=O)(=O)c1ccc(Cl)s1 (centres undefined)
  -19	-10	0	1.1
> CC1(C)CC(=O)C2=C(C1)N1CCCCC1CC2=O (centres undefined)
  -13	6	5	0.92
> O=C(Nc1ccc2c(c1)OCCO2)c1cnc2n(c1=O)CCS2
  -9	0	5	1.1
> O=C(C1CCCN(S(=O)(=O)c2cccnc2)C1)N1CCn2c1nc1ccccc12 (centres undefined)
  -10	2	7	1
> Cc1ccc(C)c(NS(=O)(=O)c2c(C)nn(C)c2C)c1
  ?	?	2	1
> Cn1c(=O)c2cc(S(=O)(=O)NCCC(=O)Nc3ccc(Cl)cc3)ccc2n(C)c1=O
  -2	2	4	1
